EPAC1 antag = EPAC1 (human) antagonism | O95398 | EPAC1 GEF assay, Rap1b-BODIPY-GDP exchange fluorescence | Potency, µM (highest dose often 115 µM), for inactives: at the top dose activity change, negative = inhibition, hits mostly inhibitors | 360,000 tested, 0.14% active | AID 720709;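 also: potency is read from the fitted curve at half-maximal effect; plate controls were vehicle for no effect and positive control for full effect; nearly all actives have a fitted effect of over 50% in size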
PLK1 PBD inh = inhibitors of human PLK1 polo-box domain binding; P53350; Potency, µM, without a hit: max response, negative = inhibition, usual class: inhibitors; 360,000 tested, 2.8% active; Plk1 PBD binding of FITC phosphopeptide, fluorescence polarization; also: potency is read from the fitted curve at half-maximal effect; series mostly up to about 57 µM; % is scaled to controls: 0 for no effect and ±100 for the full control effect; nearly all actives have a fitted effect of over 65% in size
Target sequence (P53350 whole entry, looked up, the tested form may be a part): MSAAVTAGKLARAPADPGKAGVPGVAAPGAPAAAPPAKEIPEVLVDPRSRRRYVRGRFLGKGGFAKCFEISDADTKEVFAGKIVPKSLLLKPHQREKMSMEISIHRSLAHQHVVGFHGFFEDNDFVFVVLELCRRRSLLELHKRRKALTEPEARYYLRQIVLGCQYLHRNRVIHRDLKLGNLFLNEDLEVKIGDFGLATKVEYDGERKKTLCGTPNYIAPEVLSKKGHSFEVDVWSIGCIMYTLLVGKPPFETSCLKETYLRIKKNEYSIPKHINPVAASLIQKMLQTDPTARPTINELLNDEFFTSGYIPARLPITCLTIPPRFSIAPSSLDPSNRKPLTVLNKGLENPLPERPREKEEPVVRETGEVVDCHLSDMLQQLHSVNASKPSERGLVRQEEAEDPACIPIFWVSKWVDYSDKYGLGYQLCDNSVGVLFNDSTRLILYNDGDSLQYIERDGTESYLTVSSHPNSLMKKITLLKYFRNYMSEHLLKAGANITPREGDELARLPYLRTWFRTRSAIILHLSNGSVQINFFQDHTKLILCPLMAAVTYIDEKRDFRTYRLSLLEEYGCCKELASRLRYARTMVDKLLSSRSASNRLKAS
FUS yeast rescue = rescues growth of FUS-expressing yeast | Potency, µM (highest dose often 76.6 µM), for the others: at the highest dose growth rescue (activation), actives largely listed as activators | S. cerevisiae FUS-expressing, growth rescue, OD600, 24 h | 390,000 tested, 0.24% active | AID 1347120;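 also: potency is read from the fitted curve at half-maximal effect; plate controls were DMSO vehicle for no effect and reference control for full effect; nearly all actives have a fitted effect of over 55% in size; some results filed as inactive show a strong effect at the top dose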
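Toxicity suppression screen in FUS-yeast. Cells induced with 2% galactose, starting OD 0.005, treated 24hr at 30C with compounds at multiple final concentrations; growth by OD600.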
Abeta rescue = restores growth of yeast expressing A-beta42 peptide. yeast expressing A-beta42, growth rescue, OD600, 48 h; response scale: 0% DMSO, 100% iron-clioquinol control. Potency, µM (highest dose often 46.1 µM), for inactives: at the highest dose growth rescue, most hits filed as activators. 410,000 tested, 0.063% active. AID 1347071; also: potency is read from the fitted curve at half-maximal effect; nearly all actives have a fitted effect of over 55% in size
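Yeast A-beta toxicity model in growth medium with pinned compounds, 48 h at 30 C; growth read as absorbance at 600 nm. Normalized to FeCl3/clioquinol equimolar mix (positive) and DMSO (negative).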
WRN helicase inh = blocks human WRN helicase | Q14191 | WRN helicase unwinding, fluorescent forked duplex, kinetic | Potency, µM (highest dose often 114 µM), for the others: at the top dose activity change, negative = inhibition, actives largely listed as inhibitors | 360,000 tested, 0.46% active | AID 651768; also: potency is read from the fitted curve at half-maximal effect; % is scaled to controls: 0 for no effect and ±100 for the full control effect; nearly all actives have a fitted effect of over 55% in size
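Fluorescence dequenching readout, ex 525 nm/em 598 nm, kinetic mode: forked duplex DNA (100 nM final) with adjacent fluorophore and quencher unwound by WRN (20 nM final) with 2 mM ATP. Compound preincubation 15 min, room temperature.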
PI5P4K alpha inh = inhibitors of human PI5P4K alpha | P48426 | max response, % | 330,000 tested, 1.2% active | PI5P4Kalpha enzyme, ADP-Glo luminescence, 60 min; hits give low values; active = max response of -50% or lower; inconclusive = between -30% and -50%; inactive = -30% or higher; also: value at the top dose of about 77 µM; % is scaled to controls: 0 for no effect and ±100 for the full control effect
Target sequence (P48426 whole entry, looked up): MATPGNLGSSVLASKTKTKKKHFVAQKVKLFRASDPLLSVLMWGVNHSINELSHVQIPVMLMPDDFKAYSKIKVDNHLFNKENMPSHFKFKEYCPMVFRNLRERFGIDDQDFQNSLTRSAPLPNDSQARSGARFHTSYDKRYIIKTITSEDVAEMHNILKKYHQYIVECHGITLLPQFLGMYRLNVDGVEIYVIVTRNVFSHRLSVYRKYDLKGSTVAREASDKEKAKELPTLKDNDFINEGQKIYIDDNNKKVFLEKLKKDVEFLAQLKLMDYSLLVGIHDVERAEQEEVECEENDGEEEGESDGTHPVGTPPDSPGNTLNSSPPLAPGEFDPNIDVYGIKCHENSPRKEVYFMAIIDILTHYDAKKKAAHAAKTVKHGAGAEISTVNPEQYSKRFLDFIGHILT
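Luminescence from ADP-Glo served as readout of PI5P4Kalpha activity in a qHTS format. Reaction: enzyme, substrate, compound, ATP at 5 microM final, 60 min at RT.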
IL2 activator = IL-2 activation; IL-2 activation reporter assay, cell-based qHTS; stimulated with anti-CD3/CD4/CD28 beads; in transgenic mouse T cells; activation, % (series mostly up to about 46 µM); 360,000 tested, 0.065% active; in the data active = activation above about 50%; inconclusive = mostly about 30% to 49%; also: 0% is about no effect
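Unstimulated transgenic mouse T cells; 60-min compound exposure; bead-based TCR/CD4/CD28 stimulation; 18 h culture, 37 degrees C; dual fluorescence (EGFP, DsRed) plate cytometry.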
aSyn rescue = alpha-synuclein toxicity inhibition in yeast; Potency, µM (titrated, usually from 46.1 µM), for the others: top-dose growth rescue (activation), actives largely listed as activators; 370,000 tested, 0.14% active; Yeast expressing alpha-synuclein, growth rescue, BacTiter-Glo, 24 h; also: potency is read from the fitted curve at half-maximal effect; % of control where 0% means no effect; nearly all actives have a fitted effect of over 65% in size
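Galactose-induced alpha-syn yeast (OD600=0.02, raffinose-pregrown) + pinned cpd, 24 hr, 30 deg C; growth by BacTiter-Glo luminescence. Growth restoration scores as activation.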
EPAC1 agonist = EPAC1 (human) agonism; O95398; EPAC1 agonist qHTS, biochemical assay; response scale: 100% = response to 6.5 mM cAMP; Potency, µM (doses to about 154 µM), for the others: at the top dose activation, usual class: activators; 360,000 tested, 0.073% active; also: potency is read from the fitted curve at half-maximal effect; nearly all actives have a fitted effect of over 60% in size
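EPAC1 100 nM, Rap1B–BODIPY-GDP 250 nM, unlabeled GDP 50 uM; compound titration; 5 min RT; kinetic read ex480/em540 at 5-min intervals ×30 min; data normalized to 6.5 mM cAMP agonist control.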
Active calls of the source: *; ? = inconclusive; . = not tested or not shown; [ ] = another dose, or the depositor's remark. Unless noted, calls follow the shape of the dose curve; as a rule, active = well fitted curve in the direction sought with a large enough effect; inconclusive = small, poorly fitted or top-dose-only effect, or another doubt; inactive = no such curve, though single readings can be large; an effect the other way counts as inactive or inconclusive.

SMILES	EPAC1 antag	PLK1 PBD inh	FUS yeast rescue	Abeta rescue	WRN helicase inh	PI5P4K alpha inh	IL2 activator	aSyn rescue	EPAC1 agonist
CC1Cc2cc(-c3csc(NC(=O)CCl)n3)ccc2N1C(=O)C1CC1 (stereo unspecified)	-18%	-3%	8%	3%	1%	0	4.0	0%	2%
COc1ccc(N2CCCn3c2nc2c3c(=O)n(Cc3ccc(F)cc3)c(=O)n2C)c(OC)c1	12%	-14%	-14%	4%	6%	3	-1.0	0%	1%
Cn1c(N2CCN(S(=O)(=O)c3ccc(F)cc3)CC2)nc2ccccc21	1%	-13%	0%	-35%[inhibitor]	-8%	-5	-0.9	6%	4%
CS(=O)(=O)N(CC(=O)NCC1CCCO1)Cc1ccc(Cl)cc1 (stereo unspecified)	-16%	-13%	-14%	18%	5%	-1	-2.7	-3%	9%
CCCCOc1c(C(=O)Nc2ccccc2)nnn1-c1ccccc1	-24%	-8%	8%	-31%	-14%	11	0.8	13%	0%
COC(=O)[C@H](C)[C@@H]1C[C@@]1(C)[C@@H](NC(=O)OCc1ccccc1)c1ccccc1	?	-7%	12%	-14%	-8%	-1	-0.4	7%	9%
Cc1cc(C)n(-c2ccc(S(=O)(=O)N3CCOCC3)cc2[N+](=O)[O-])n1	?	-7%	18%	-13%	3%	-3	1.4	-1%	9%
Cc1cc(C)cc(CSCC(=O)N/N=C/c2ccc(OCC(=O)NCc3ccco3)cc2)c1	-11%	-1%	21%	9%	-24%	.	-2.7	1%	-7%
CC(=O)c1ccc(N2CCN(c3ccc(S(=O)(=O)N4CCN(C)CC4)cn3)CC2)cc1	-7%	-7%	-3%	-3%	1%	1	0.5	-3%	5%
Cn1nccc1C(=O)Nc1nnc(C2CC2)s1	-5%	3%	-19%	-2%	8%	2	-1.6	-1%	-1%
CN(CC(=O)Nc1ccc(F)cc1)C(=O)COC(=O)c1cccc(N(C)C)c1	15%	-11%	25%	-9%	2%	-6	1.1	-5%[1.84 µM]	-3%
CN(C)S(=O)(=O)c1ccc(N2CCCC2)c(C(=O)N2CCN(S(=O)(=O)c3ccc(F)c(F)c3)CC2)c1	7%	-2%	28µM*	6%	-6%	-2	0.8	1%	23%
N#CCSc1ncnc2sc3c(c12)CCC3	-1%	-10%	38%	-6%	-13%[57.1 µM]	?	-2.4	0%	0%
c1ccc2c(C3OCC4(CCCC4)CO3)cccc2c1	-1%	-7%	-26%	2%	-4%	16	6.6	0%	-2%
COC(=O)c1sc(NC(=O)COc2cccc(C)c2)nc1C	1%	-5%	-1%	22%	-3%	-2	-1.8	1%	-1%
Cc1cc(-c2ccc(C)c(S(=O)(=O)N3CCN(c4ccc(F)cc4)CC3)c2)on1	-9%	-14%	-14%	15%	-8%	6	-2.6	5%	1%
O=C(CNC(=O)/C(=C/c1ccccc1)NC(=O)c1ccc(Br)cc1)OCc1ccccc1	-8%	0%	20%	9%	-5%	9	-2.9	2%	6%
Cc1noc(C)c1-c1ccc(C(=O)NCCC(F)(F)F)c2occc12	12%	1%	-20%	-17%	4%	4	-0.2	-1%	-4%
CCCC(NC(=O)c1ccc(Br)o1)c1nc2ccccc2[nH]1 (stereo unspecified)	0%	0%	-1%	1%	10%	-2	0.2	4%	-10%
COc1cc(-c2nc3n(n2)C(c2ccncc2)C2=C(CCCC2=O)N3)cc(OC)c1OC (stereo unspecified)	3%	-26%	7%	-12%	-8%	1	0.7	0%	12%
C=CCn1c(C)cc(-c2csc(NC(=O)C3CCN(c4ncnc5sc(C)c(C)c45)CC3)n2)c1C	3%	-10%	20%	-4%	4%	-23	-0.7	-1%	-3%
CCN(CC(=O)Nc1c(F)cccc1F)C(=O)C1CCN(S(=O)(=O)c2ccc(C)c(C)c2)CC1	-16%	7%	9%	-2%	1%	2	1.2	3%	-4%
O=C(NC(=S)Nc1sc2c(c1C(=O)O)CCCC2)c1ccccc1	-20%	?	14%	27%	-10%[57.1 µM]	0	1.7	-8%	6%
CCN(C(=O)COC(=O)/C=C/c1cnc2ccccc2n1)c1ccccc1	-7%	-17%	-26%	-4%	4%	-5	0.2	0%	3%
COc1cc(/C=C2\C(=N)N3N=C(S(C)(=O)=O)SC3=NC2=O)cc(OC)c1OCCOc1ccccc1C	50µM*	30µM*	?	-12%	?	?	-4.9	-1%	4%
CCNCc1ccccc1OCc1ccccc1	5%	?	6%	4%	-3%	1	-1.2	4%	3%
Cc1ccc(N(CC(=O)NC(C)(C)C)C(=O)CS(=O)CC(=O)Nc2ccc3c(c2)OCO3)cc1 (stereo unspecified)	-4%	-5%	-16%	4%	2%	2	-2.6	0%	-2%
COc1ccc(-n2cc(C#N)c(=O)n(Cc3ccc(F)cc3)c2=O)cc1	-9%	-11%	26%	6%	-2%	-6	-0.3	0%	14%
Cc1nc(-c2ccc(C(=O)Nc3ccccc3F)cc2)cs1	0%	-11%	19%	-19%	-28%[57.1 µM]	-20	0.5	-16%	3%
CSc1nnnn1-c1c(C)cc(C)cc1C	-3%	2%	-14%	-2%	-5%	6	-1.4	-5%	-6%

Molecules above that contain bromine:
SMILES	EPAC1 antag	PLK1 PBD inh	FUS yeast rescue	Abeta rescue	WRN helicase inh	PI5P4K alpha inh	IL2 activator	aSyn rescue	EPAC1 agonist
O=C(CNC(=O)/C(=C/c1ccccc1)NC(=O)c1ccc(Br)cc1)OCc1ccccc1	-8%	0%	20%	9%	-5%	9	-2.9	2%	6%
CCCC(NC(=O)c1ccc(Br)o1)c1nc2ccccc2[nH]1 (stereo unspecified)	0%	0%	-1%	1%	10%	-2	0.2	4%	-10%

(cont.)
SMILES	EPAC1 antag	PLK1 PBD inh	FUS yeast rescue	Abeta rescue	WRN helicase inh	PI5P4K alpha inh	IL2 activator	aSyn rescue	EPAC1 agonist
CCc1ccc[n+](-c2nc([O-])sc2C=O)c1	-4%	-12%	-15%	1%	10%	-6	-0.3	4%	-4%
N#Cc1ccccc1COC(=O)c1ccc2c(c1)OCO2	-21%	7%	-16%	-16%	-13%	-5	-0.5	13%	8%
CN1CCC(N(C)C(=O)COc2ccccc2-c2ccccc2)CC1	6%	-1%	4%	3%	15%	-6	-3.2	2%	-6%
O=C1c2ccccc2CCC12OC2c1ccc([N+](=O)[O-])cc1 (stereo unspecified)	0%	5%	21%	-1%	-3%	1	0.1	10%	0%
COc1ccc(NC(=O)CSc2nncc3ccccc23)cc1	1%	4%	-38%	-2%	6%	3	1.0	3%	-19%
CC1(c2ccccc2)NC(=O)N(N)C1=O (stereo unspecified)	?	?	17%	-6%	-7%	0	1.8	0%	3%
COc1cccc(CCC2C(=O)CCCC2=O)c1	9%	-5%	.	-8%	-23%	-7	-3.8	0%	0%
CN1CCN(S(=O)(=O)c2ccc(N(C)Cc3cccc(F)c3)nc2)CC1	-2%	2%	-17%	-7%	3%	3	0.2	?	-5%
CC(=O)c1sc2nc(CSc3nnnn3-c3ccccc3)[nH]c(=O)c2c1C	?	?	31%	14%	28µM*	-83*	4.2	0%	-8%
COc1cc(C(=O)N2CCC(C(=O)Nc3cccc(C(C)=O)c3)CC2)cc(OC)c1OC	4%	-5%	3%	-7%	-20%	16	0.9	5%	-4%
Cc1ccccc1-c1ccc(C=Nc2c(C)n(C)n(-c3ccccc3)c2=O)o1	-8%	0%	20%	3%	-6%	.	-1.5	7%	10%
CC(C)CN(C(=O)c1cc(Cl)nc2ccccc12)C1CCS(=O)(=O)C1 (stereo unspecified)	1%	-10%	-8%	5%	-2%	8	-3.0	0%	-6%
Cc1oc(-c2ccc(Cl)cc2)cc1C(=O)/C(C#N)=C/Nc1cccc(OC(F)(F)F)c1	16%	-17%	16%	-2%	5%	0	-2.7	0%	6%
Cc1ccc2nc(-c3ccc(NC(=S)NC(=O)C(C)C)cc3)sc2c1	15%	-5%	37%	-16%	-15%[57.1 µM]	.	-2.3	-10%	7%
Cc1ccccc1CC1(CO)CCCN(C(=O)CCC(F)(F)F)C1 (stereo unspecified)	-13%	-10%	6%	22%	6%	-4	0.5	1%	2%

WRN helicase inh: hit marks shown above.
Structure | EPAC1 antag | PLK1 PBD inh | WRN helicase inh | PI5P4K alpha inh | IL2 activator
CC(=O)c1sc2nc(CSc3nnnn3-c3ccccc3)[nH]c(=O)c2c1C | ? | ? | 28µM* | -83* | 4.2

Next results follow.
SMILES	EPAC1 antag	PLK1 PBD inh	FUS yeast rescue	Abeta rescue	WRN helicase inh	PI5P4K alpha inh	IL2 activator	aSyn rescue	EPAC1 agonist
C=CCn1cnc2scc(-c3ccc(C)c(C)c3)c2c1=O	0%	-3%	-6%	-12%	4%	1	0.8	-1%	1%
Cc1cc(C)c(C)c(S(=O)(=O)NCc2cccnc2)c1C	0%	-5%	26%	14%	9%	.	-1.2	0%	-1%
COc1ccc(-c2csc(NC(=O)CS(=O)(=O)c3ccccc3)n2)c(OC)c1	2%	-2%	0%	4%	-12%	-4	0.8	-1%	11%
O=C(/C=C/c1cccs1)c1ccc([N+](=O)[O-])cc1	-14%	5%	-20%	7%	1%	2	-0.9	-6%	-8%
COC(=O)c1ccccc1-c1ccc(C=O)o1	0%	-3%	-4%	-2%	-6%	-2	1.4	-8%	5%
C=CCOC(=O)C1=C[C@@H](c2ccc(C(F)(F)F)cc2)C[C@@H](OCc2ccc(CO)cc2)O1	-25%	-13%	31%	8%	-13%	4	0.1	1%	-30%
CCC(c1nnnn1CCc1ccccc1)N1CCN(C(=O)c2ccco2)CC1 (stereo unspecified)	-4%	-4%	18%	6%	3%	4	-0.8	2%	14%
C=CCc1cccc(/C=N/NC(=O)c2ccc3nc[nH]c3c2)c1O	?	-5%	19%	18%	-8%[57.1 µM]	-1	-1.4	-11%	9%
COCCCN1C(=O)c2ccc(C(=O)NCCc3ccccc3)cc2C1=O	-18%	0%	11%	9%	-4%	-1	1.2	-1%	2%
CCC(CC)c1nnc(NC(=O)CCc2ccccc2)s1	3%	-14%	-5%	0%	-6%	1	0.2	-9%	1%
Cn1c(=O)c(C(=O)NNC(=O)c2ccc(Br)cc2)c(O)c2ccccc21	-10%	-4%	1%	-95%[inhibitor]	-18%	?	-0.9	-59%[inhibitor]	3%

Source: PubChem BioAssay (National Center for Advancing Translational Sciences (NCATS))
